TLR9-MyD88 block = inhibitors of TLR9-MyD88 association in cells, primary screen, cell-based, CHO, BLA complementation, fluorescence. CCF4 FRET ratio. inhibition, % at 4.98 µM. AID 504734, 2011. Toll-like receptor 9 (Homo sapiens) + Myeloid differentiation primary response protein …. 340,000 compounds, 0.21% hits;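 active means inhibition above the mean over all tested compounds plus 3 SD, cut at about 21% in these data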;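 further: 0% = DMSO only wells and 100% = clavulanate BLA inhibitor control wells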
SRC2 inh = inhibition of GAL4-SRC2 driven luciferase reporter, primary screen, SRC2 inhibitor project, cell-based, luminescence; 370,000 compounds, 0.17% hits; AID 651957, 2012; HEK293 GAL4-SRC2 luciferase reporter; inhibition, % at 9 µM; Nuclear receptor coactivator 2 (Homo sapiens), Q15596;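 active means inhibition above the mean inhibition of all tested compounds plus 3 SD, set per campaign, cut at about 52% in these data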;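 further: 0% = DMSO treated cells and 100% = cells given Gossypol at 36 µM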
MC4R antag cAMP = MC4R antagonists of cAMP signaling, primary screen, cell-based, TR-FRET, antagonist arm of biased-ligand search | Melanocortin receptor 4 (Homo sapiens), P32245 | MC4R-expressing cells, MTII-stimulated cAMP, LANCE TR-FRET | inhibition, % at 6.5 µM | 360,000 compounds, 0.48% hits | AID 540295, 2011;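 active means inhibition above its plate's cutoff, the mean of tested wells on that plate plus 3 SD, cut at about 29% in these data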;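 further: 0% = Melanotan II alone and 100% = Melanotan II plus saturating MCL0020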
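system = U2OS cells with stable human MC4R expression | also added = Melanotan II challenge after compound preincubation | dosing = one concentration, 6.5 µM nominal | incubation = compound 30 min, challenge 1 h, detection 1 h | measured by = TR-FRET with Eu-cAMP and labeled anti-cAMP, 671 nm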
SRC1 inh = SRC1 coactivator transcriptional activity inhibitors, primary screen, cell-based, luminescence; Nuclear receptor coactivator 1 (Homo sapiens), Q15788; HEK293 GAL4-SRC1 luciferase reporter; inhibition, % at 3.6 µM; 360,000 compounds, 0.12% hits;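 active means inhibition above the campaign mean plus 3 SD, with each screening campaign given its own cutoff, cut at about 60% in these data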;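 further: 0% = DMSO treated cells and 100% = gossypol at 36 µM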
NR5A2 inv ag = LRH-1 (NR5A2) inverse agonists, primary screen, cell-based, luminescence, HEK293T, StAR-luciferase reporter | LRH-1 transfected, 24 h | inhibition, % at 3.6 µM | Nuclear receptor subfamily 5 group A member 2 (Homo sapiens), O00482 | 360,000 compounds, 0.13% hits;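 active means inhibition above the mean inhibition of all tested compounds plus 3 SD, cut at about 73% in these data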;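 further: 0% = DMSO wells and 100% = reporter-only cells lacking LRH-1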
LMP1 NFkB inh = EBV LMP1-driven NF-kappaB luciferase reporter inhibitors, primary screen, cell-based, luminescence, single point. LMP1-induced NF-kappaB luciferase reporter cells. inhibition, % at 12.5 µM. AID 504558, 2011. 350,000 compounds, 0.69% hits; in the data active means inhibition above about 41%;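 further: 0% = neutral control wells and 100% = reference inhibitor control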
NR2F2 inh = NR2F2 transcriptional activity inhibitors, primary screen, cell-based, luciferase reporter, HEK293T, luminescence; COUP transcription factor 2 (Homo sapiens), P24468; HEK293T NGFI-A luciferase reporter; inhibition, % at 8.6 µM; 370,000 compounds, 0.7% hits; AID 686940, 2013;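 active means inhibition above a per-plate cutoff, mean inhibition of test wells between control levels plus 3 SD, cut at about 38% in these data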;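 further: cells cotransfected with COUP-TFII expression vector driving the NGFI-A reporter; 0% = median of COUP-TF2 test wells and 100% = reporter-only cells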
MC4R barr agon = MC4R agonists recruiting beta-arrestin, primary screen, cell-based, luminescence, agonist arm of biased-ligand search; U2OS MC4R beta-arrestin complementation; percent of melanotan II response, DMSO zero; activation, % at 8.9 µM; 360,000 compounds, 0.98% hits; AID 540308, 2011;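 active means activation above a per-plate cutoff, the mean activation of sample wells on that plate plus 3 SD, cut at about 8% in these data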
ABHD5 PLIN5 PPI = ABHD5-PLIN5 interaction inhibitors, primary screen, cell lysate, split luciferase complementation, luminescence. Perilipin-5 (Homo sapiens) + 1-acylglycerol-3-phosphate O-acyltransferase ABHD5 (Homo …. Split G. princeps luciferase complementation, 4 h. inhibition, % at 4 µM. 360,000 compounds, 0.78% hits;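 active means inhibition above the mean inhibition across every tested compound plus 3 SD, cut at about 22% in these data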;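 further: 0% = DMSO only wells and the 100% control is not disclosed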
NCOA3 inh = SRC3 coactivator transcriptional activity inhibitors, primary screen, cell-based, luminescence | Nuclear receptor coactivator 3 (Homo sapiens), Q9Y6Q9 | HEK293 GAL4-SRC3 luciferase reporter | inhibition, % at 3.6 µM | 360,000 compounds, 0.17% hits;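 active means inhibition above a per-campaign cutoff, the mean of all compounds plus 3 SD, cut at about 60% in these data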;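 further: 0% = DMSO-treated cells and 100% = gossypol-treated cells at 36 µM; higher means less SRC3-driven luciferase light from the GAL4 reporter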
NOD2 RIPK2 PPI = NOD2-RIPK2 binding disruptors in cells, primary screen, fluorescence, CHO cells, BLA complementation; Receptor-interacting serine/threonine-protein kinase 2 (Homo sapiens), O43353; CCF4 ratio; 360,000 compounds, 0.38% hits; inhibition, % at 4.98 µM; in the data active means inhibition above about 21%;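 further: 0% = vehicle only and 100% = reference blocker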
* = called active by the depositor; . = no result given. A portion of the library (hit frequency here may not be typical).

Preview (10 entries):
SMILES	TLR9-MyD88 block	SRC2 inh	MC4R antag cAMP	SRC1 inh	NR5A2 inv ag	LMP1 NFkB inh	NR2F2 inh	MC4R barr agon	ABHD5 PLIN5 PPI	NCOA3 inh	NOD2 RIPK2 PPI
O=S(=O)(Nc1ncccn1)c1ccc(NC(=S)Nc2ccc(Cl)cc2)cc1	0	-3	4	2	17	-14	-2	0.4	-6	9	-3
Cc1nc(SCC(=O)c2cc3ccccc3oc2=O)c(C#N)c(-c2cccs2)c1C(=O)Nc1ccccc1	6	13	13	0	17	-8	17	-1.7	-3	-8	3
O=C(c1ccco1)N1CCN(Cc2cc(=O)c(OCc3ccccc3Cl)co2)CC1	-2	-12	11	-2	-9	7	-17	-1.5	-7	-9	15
O=C(NCC(c1ccco1)N1CCc2ccccc2C1)c1ccccc1 (configuration not stated)	-8	9	4	-9	2	-4	0	-0.4	-6	14	-10
Cc1[nH]c2ccc(C(=O)NCC(C)(C)N3CCOCC3)cc2c1C	8	-40	-6	2	-14	-3	-18	-1.2	2	14	3
O=C(CSc1ccccc1)N1CCc2ccccc21	13	-92	4	-93	-101	21	-30	-2.8	-5	-69	-1
CN(CCc1ccccc1)C(=O)c1cccc(NC(=O)Cc2ccc([N+](=O)[O-])cc2)c1	-8	-23	-2	14	-1	1	21	-0.5	5	-7	-10
CC(C)c1nnc(NC(=O)CCC2CCCCC2)s1	-10	-21	-2	-4	-18	-89	-16	-0.2	-1	-27	-2
COC(=O)c1c(C)oc(C)c1S(=O)(=O)N(Cc1ccccc1)C(C)C	.	-2	2	10	4	.	22	-1.4	-2	4	-2
CC1=C(C(=O)N2CCOCC2)C(c2ccccc2F)NC(=O)N1 (configuration not stated)	6	-25	-2	-9	10	0	12	0.1	1	-1	3

The listing (from the top)
SMILES	TLR9-MyD88 block	SRC2 inh	MC4R antag cAMP	SRC1 inh	NR5A2 inv ag	LMP1 NFkB inh	NR2F2 inh	MC4R barr agon	ABHD5 PLIN5 PPI	NCOA3 inh	NOD2 RIPK2 PPI
O=S(=O)(Nc1ncccn1)c1ccc(NC(=S)Nc2ccc(Cl)cc2)cc1	0	-3	4	2	17	-14	-2	0.4	-6	9	-3
Cc1nc(SCC(=O)c2cc3ccccc3oc2=O)c(C#N)c(-c2cccs2)c1C(=O)Nc1ccccc1	6	13	13	0	17	-8	17	-1.7	-3	-8	3
O=C(c1ccco1)N1CCN(Cc2cc(=O)c(OCc3ccccc3Cl)co2)CC1	-2	-12	11	-2	-9	7	-17	-1.5	-7	-9	15
O=C(NCC(c1ccco1)N1CCc2ccccc2C1)c1ccccc1 (configuration not stated)	-8	9	4	-9	2	-4	0	-0.4	-6	14	-10
Cc1[nH]c2ccc(C(=O)NCC(C)(C)N3CCOCC3)cc2c1C	8	-40	-6	2	-14	-3	-18	-1.2	2	14	3
O=C(CSc1ccccc1)N1CCc2ccccc21	13	-92	4	-93	-101	21	-30	-2.8	-5	-69	-1
CN(CCc1ccccc1)C(=O)c1cccc(NC(=O)Cc2ccc([N+](=O)[O-])cc2)c1	-8	-23	-2	14	-1	1	21	-0.5	5	-7	-10
CC(C)c1nnc(NC(=O)CCC2CCCCC2)s1	-10	-21	-2	-4	-18	-89	-16	-0.2	-1	-27	-2
COC(=O)c1c(C)oc(C)c1S(=O)(=O)N(Cc1ccccc1)C(C)C	.	-2	2	10	4	.	22	-1.4	-2	4	-2
CC1=C(C(=O)N2CCOCC2)C(c2ccccc2F)NC(=O)N1 (configuration not stated)	6	-25	-2	-9	10	0	12	0.1	1	-1	3
CCOC(=O)c1oc2c(CN3CCCCC3C)c(O)ccc2c(=O)c1-c1ccc(OC)c(OC)c1 (configuration not stated)	-3	-7	-1	-3	25	7	-1	-1.3	7	-2	-6
CN(C)C=NC(=O)c1cc(C(=O)c2ccc(Cl)cc2)c[nH]1	0	-27	15	19	-3	2	7	-1.6	0	8	-8
CCOC(=O)C1(CC2CCCCO2)CCN(Cc2cc(F)ccc2-n2cccn2)CC1 (configuration not stated)	7	-39	26	9	22	6	15	1.7	-7	4	1
O=C(C1CCC1)N1CCN(S(=O)(=O)c2ccc(F)cc2)CC1	-4	-25	12	5	-28	-1	-15	-0.2	2	10	9
O=C(CCn1nnc(-c2cccs2)n1)NC1CCCCC1	-5	3	1	-19	-45	6	18	-1.3	12	5	-13
CC(NC(=O)CNC(=O)c1ccco1)c1ccc(S(N)(=O)=O)cc1 (configuration not stated)	3	-13	-3	-26	-14	-17	3	2.0	4	5	0
COc1ccc(/C=C2/NC(=O)CNC2=O)cc1	10	2	-1	5	3	0	3	-2.5	-2	-2	-4
CN1OC[C@@H]2CN(C(=O)C(C)(C)C)[C@H](c3cccc(Br)c3)C[C@@H]21	1	-27	11	1	4	-4	15	-0.5	8	29	-10
CCN(CC(=O)Nc1c(F)cccc1F)C(=O)CCCNC(=O)c1ccc(Cl)cc1	-1	-33	7	0	-15	-2	-6	0.7	-7	-16	-2
COc1cc(C2C(C#N)=C(N)Oc3c2c(-c2ccccc2)nn3-c2ccccc2)cc(OC)c1OC (configuration not stated)	8	0	3	-4	13	-6	-13	1.3	-16	-19	-7
O=c1ncn(-c2ccccc2F)c2ncccc12	-5	-8	-9	-42	21	2	2	-1.6	-2	-2	-2
CCCCN(C(=O)c1cccc2c(=O)c(C)c(-c3ccccc3)oc12)c1ccccc1	3	6	17	-27	21	8	31	5.6	9	14	2
O=C(CCn1cnc2ccccc21)N/N=C/c1ccccc1O	-11	18	-12	-44	-8	11	24	-0.9	0	-16	8
O=C(c1ccccn1)N1CC=C(c2ccccc2)CC1	3	-28	1	3	-6	9	-9	-3.5	2	-6	3
O=C(COC(=O)C1(c2ccc(Cl)cc2)CCCC1)NCc1ccco1	-5	-12	4	-3	-9	-3	-14	0.2	-2	5	-5
(further entries)
SMILES	TLR9-MyD88 block	SRC2 inh	MC4R antag cAMP	SRC1 inh	NR5A2 inv ag	LMP1 NFkB inh	NR2F2 inh	MC4R barr agon	ABHD5 PLIN5 PPI	NCOA3 inh	NOD2 RIPK2 PPI
O=C(CSc1nc(O)cc(=O)n1-c1ccccc1)NC1CCCCC1	-2	6	3	-12	28	3	-8	0.2	-5	-21	-4
COc1ccc(C(=O)NNC(=O)c2ccccc2[N+](=O)[O-])cc1[N+](=O)[O-]	-2	-14	8	13	4	8	6	-0.1	7	6	0
COc1ccc(OC)c(S(=O)(=O)N2CCC3(CC2)OCCN3S(=O)(=O)c2cccs2)c1	0	-10	0	-8	2	-10	-4	1.0	6	15	-3
CNC[C@H](CC1CCCCC1)NC[C@H](NCCC1CCCC1)[C@H](C)O	-7	-13	4	-11	-11	-7	-7	-0.9	0	0	7
COC(=O)c1sccc1NC(=O)Nc1ccccc1Cl	-3	-16	7	-2	5	1	-10	-3.4	-7	-16	5
O=C(CN1C(=O)/C(=C/c2ccccc2)SC1=S)NC1C=CS(=O)(=O)C1 (configuration not stated)	-1	4	-4	-15	-9	3	-12	-4.6	4	-4	-10
CCOC(=O)c1c(C)[nH]c(C(=O)OCC(=O)Nc2ccccc2)c1C	-1	12	-6	7	10	-2	13	-1.8	10	-10	-9
COc1ccccc1NC(=O)CN1C(=O)NC(CC(C)C)C1=O (configuration not stated)	3	9	4	-12	6	-4	-16	0.0	6	7	-2
CN1C(=O)c2ccc(NC(=S)NC(=O)C(C)(C)C)cc2C1=O	2	-9	2	3	-2	-1	0	-2.5	4	12	-8
COCCn1c(SCC(=O)Nc2cc(C(C)(C)C)nn2-c2ccccc2)nnc1-c1ccncc1	1	-3	8	-4	-7	1	12	0.5	1	11	0
CCN(CC(=O)Nc1c(F)cccc1F)C(=O)CCCOc1ccccc1	-4	-23	5	-5	-2	-3	-19	-2.9	0	7	-6
O=C1NC(=O)/C(=C\c2ccccc2OCc2ccccc2)S1	-15	24	39*	6	10	-2	-3	-0.8	3	13	-6
C/C(CC(=O)Nc1cc(C)ccn1)=N\NC(=O)c1cccc(F)c1	0	-50	-4	-74	-53	-5	-10	0.1	19	-50	1
O=C(O)c1ccc(COc2c(F)c(F)cc(F)c2F)o1	-5	5	-1	5	3	3	-10	-1.5	-7	9	5
CCc1ccc(S(=O)(=O)c2nnn3c2nc(NCCNC(C)=O)c2ccccc23)cc1	-2	20	-25	4	0	2	-4	3.0	1	20	-11
COc1ccc(NC(=O)N(CCO)Cc2cc3c(C)cc(C)cc3[nH]c2=O)cc1	-6	-16	-2	3	8	1	0	-2.0	3	12	-12
OCCN1CCN(CC(O)COC(c2ccc(F)cc2)c2ccc(F)cc2)CC1 (configuration not stated)	-11	-5	-4	2	-15	-7	6	-0.7	12	0	-2
CC(C)n1cnc2c(=S)nc[nH]c21	-5	-3	9	1	1	-11	-1	-0.2	5	3	-6
O=C1CC(N2CCN(c3ccc(F)cc3)CC2)C(=O)N1Cc1ccccc1 (configuration not stated)	-7	-15	19	-1	4	-9	3	1.1	5	5	5
CCn1c(CN2C(=O)CSc3ccccc32)n[nH]c1=S	-5	8	-2	7	4	5	8	-1.9	1	26	11
CCOc1ccccc1OCC(=O)Nc1cc(S(=O)(=O)N2CCCCC2)ccc1OC	3	-6	-4	-1	24	-8	-6	-0.7	-2	-3	-4
CCOc1ccc(-n2ccnc(SCC(=O)NC3CCCC3)c2=O)cc1	0	-3	8	-18	-10	0	12	-1.3	-9	9	-12
CC(=O)O/N=C(/c1nonc1N)N1CCN(c2ccc([N+](=O)[O-])cc2Cl)CC1	-4	-2	17	6	10	-5	-4	0.7	-1	0	-7
CCOc1cc(C2/C(=C(/O)c3ccc(OC(C)C)cc3)C(=O)C(=O)N2CCCOC)ccc1O (configuration not stated)	-9	12	-3	3	8	2	-14	-1.3	6	10	-3

Assay outcomes (PubChem BioAssay)
